EBI2 antag: blocks human EBI2 receptor beta-arrestin signaling; EBI2 beta-arrestin recruitment, luminescence, 7a,25-OHC stimulated; inhibition, % at 5 µM; P32249; hit rate 0.81% among 360,000; in the data active = inhibition above about 38%;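 also: enzyme fragment complementation signal reports receptor beta-arrestin coupling in cells; 0% = agonist plus DMSO wells and 100% = wells without agonist; some results beyond the cut were filed as inactive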
Target sequence (P32249 whole entry, looked up, the tested form may be a part): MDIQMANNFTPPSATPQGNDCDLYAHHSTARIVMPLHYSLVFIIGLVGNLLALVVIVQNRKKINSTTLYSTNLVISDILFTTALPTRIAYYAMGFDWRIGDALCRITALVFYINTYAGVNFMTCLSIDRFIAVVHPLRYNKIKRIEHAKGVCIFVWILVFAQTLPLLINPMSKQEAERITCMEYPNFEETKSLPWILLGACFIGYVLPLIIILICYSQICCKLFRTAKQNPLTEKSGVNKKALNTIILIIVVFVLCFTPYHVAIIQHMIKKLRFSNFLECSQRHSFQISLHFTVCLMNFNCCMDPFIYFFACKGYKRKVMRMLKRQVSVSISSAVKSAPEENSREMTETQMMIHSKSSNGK
CXCR6 inh: inhibitors of human CXCR6 receptor; O00574; CHO-K1 PathHunter CXCR6 beta-arrestin, luminescence; inhibition, % at 20 µM; hit rate 0.36% among 360,000; in the data active = inhibition above about 34%, passing the limit was not always enough;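 also: antagonist mode with CXCL16 agonist at 10 nM final; 0% = 10 nM CXCL16 with DMSO and 100% = unstimulated wells without agonist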
Target sequence (O00574 whole entry, looked up): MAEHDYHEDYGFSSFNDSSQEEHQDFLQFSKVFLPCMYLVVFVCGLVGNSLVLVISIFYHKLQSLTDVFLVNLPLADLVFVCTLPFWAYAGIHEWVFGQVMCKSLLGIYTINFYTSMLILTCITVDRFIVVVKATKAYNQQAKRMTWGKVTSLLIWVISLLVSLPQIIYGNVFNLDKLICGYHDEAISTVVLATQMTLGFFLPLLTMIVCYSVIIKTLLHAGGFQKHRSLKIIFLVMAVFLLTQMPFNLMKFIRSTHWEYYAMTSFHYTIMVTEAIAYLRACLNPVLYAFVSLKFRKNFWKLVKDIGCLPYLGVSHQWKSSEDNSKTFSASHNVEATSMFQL
An asterisk follows results filed as active. Only part of the results is shown; rates above refer to the full screens.

Every second line gives: EBI2 antag	CXCR6 inh
#1 CC(C)C[C@H]1CN([C@@H](Cc2ccc(O)cc2)CN2CCC[C@H]2CN2C(=O)C(=O)NC[C@@H]2Cc2ccccc2)C(=O)C(=O)N1CC1CCCCCC1
    -14	-7
#2 COc1ccc(C(=O)Nc2cccc(NC(C)=O)c2)cc1
    -3	2
#3 Cn1c(SCC(=O)N2CCCC2)nc2c(c1=O)SCC2
    -4	-5
#4 CC1(C(=O)O)CCCN1C(=O)c1cccc(F)c1 (stereo not given)
    -12	5
#5 C[C@@H]1CN([C@@H](C)CO)S(=O)(=O)c2ccc(Br)cc2O[C@@H]1CN(C)C(=O)C1CC1
    -7	-2
#6 COc1ccc(CNC(=O)c2cccc3c(-c4cccnc4)coc23)cc1OC
    -12	-10
#7 CCOC(=O)C1=C(COC(=O)C2CC(=O)N(c3ccccc3CC)C2)NC(=O)NC1C (stereo not given)
    -2	-6
#8 CCCC#Cc1cnc2c(c1)C(=O)N([C@H](C)CO)C[C@@H](C)[C@H](CN(C)S(=O)(=O)c1cccc(OC)c1)O2
    8	0
#9 CC1(C)OC(=O)C2=C(C[C@@H](CCOCc3ccccc3)O[C@H]2c2ccc(F)cc2)O1
    5	-2
#10 COc1ccc(S(=O)(=O)NNS(=O)(=O)c2ccc(OC)c(OC)c2)cc1OC
    -3	0
#11 CC1Cc2ccccc2N1C(=O)Cn1cc(C(F)(F)F)ccc1=O (stereo not given)
    -4	1
#12 COCCCNC(=O)[C@H](Cc1ccccc1)NC(=O)CC[C@H]1O[C@@H](n2ccc(=O)[nH]c2=O)[C@H](O)[C@@H]1O
    -7	-3
#13 COc1ccc([C@H]2C[C@@H](n3cc(C4CC4)nn3)[C@H](O)CN2C(=O)c2cccs2)cc1
    -6	-9
#14 O=C(Cn1cc(C(F)(F)F)ccc1=O)Nc1ccc2c(c1)OCO2
    -5	4
#15 COc1ccccc1N1CC(C(=O)OC(C)C(=O)Nc2ccc(F)cc2)CC1=O (stereo not given)
    -4	-4
#16 CC(C)c1cc(Cn2c3ccccc3c(=O)n2C(C)CBr)on1 (stereo not given)
    1	-10
#17 COCCNC(=O)C1(C)CCN(C(=O)c2ccc(C(F)(F)F)nc2C)C1 (stereo not given)
    -11	0
#18 Cc1ccc([C@H]2C[C@H](n3cc(COC(=O)c4ccccc4)nn3)[C@@H](O)CN2CC2CCCCC2)cc1
    5	6
#19 CC(O)(c1cccc(F)c1)c1nc(-c2cccc3cccnc23)cs1 (stereo not given)
    4	-5
#20 COC(=O)c1ccc2nc(C(C)(C)C)c(Cc3ccc(OC)cc3C)n2c1
    1	10
#21 COc1ccccc1-c1ccc2c(c1)C(C)(Cc1ccccc1C#N)C(=O)N2 (stereo not given)
    7	5
#22 CC(C)c1cc(C(=O)OCC(=O)NC2CC2)c(O)c(C(C)C)c1
    -5	-1
#23 COc1ccc(CCC(=O)N2CCN(S(=O)(=O)c3ccc(OC)c([N+](=O)[O-])c3)CC2)cc1
    54*	-5
#24 Cc1ccc(Cc2c(-c3ccc(F)cc3)nc3ccc(Br)cn23)cc1
    0	11
#25 COc1ccc(-c2cc(C(=O)Nc3cc(OC)c(OC)c(OC)c3)[nH]n2)c(C)c1
    8	5
#26 CCCCCCNC(=O)O[C@H]1Cn2c(=O)ccc(=O)n2[C@@H]2CN(S(=O)(=O)c3ccc(C)cc3)C[C@]12O
    17	3
#27 NNC(=O)CNC(=O)Nc1n[nH]c(=S)s1
    -13	-10
#28 CC(C)(C)OC(=O)N1CCC[C@H]1C(=O)N1CCC[C@H]1C(=O)NCc1ccc(F)cc1F
    -13	4
#29 Cc1ccc2c(=O)n3c(nc2c1)C(Cc1ccccc1)NC(=O)c1cccnc1-3 (stereo not given)
    2	2
#30 CC(C)n1nnnc1C1c2ccccc2C(=O)N1CCCN1CCOCC1 (stereo not given)
    -1	3

Another view of 5 compounds above:
entry | EBI2 antag | CXCR6 inh | SMILES
24 | 0 | 11 | Cc1ccc(Cc2c(-c3ccc(F)cc3)nc3ccc(Br)cn23)cc1
26 | 17 | 3 | CCCCCCNC(=O)O[C@H]1Cn2c(=O)ccc(=O)n2[C@@H]2CN(S(=O)(=O)c3ccc(C)cc3)C[C@]12O
30 | -1 | 3 | CC(C)n1nnnc1C1c2ccccc2C(=O)N1CCCN1CCOCC1 (stereo not given)
25 | 8 | 5 | COc1ccc(-c2cc(C(=O)Nc3cc(OC)c(OC)c(OC)c3)[nH]n2)c(C)c1
22 | -5 | -1 | CC(C)c1cc(C(=O)OCC(=O)NC2CC2)c(O)c(C(C)C)c1

The listing continues.
Every second line gives: EBI2 antag	CXCR6 inh
#31 COC(=O)[C@]12CCCCC=C1N(Cc1ccccc1)C(=O)[C@H](CC(=O)NCCC(C)C)C2
    2	-1
#32 COc1cc(CCN(C(C)=O)C2C(=O)Nc3ccccc3N=C2c2ccc3c(c2)OCO3)cc(OC)c1 (stereo not given)
    -7	5
#33 O=C(c1c(F)cccc1Cl)N(Cc1ccco1)C1CCS(=O)(=O)C1 (stereo not given)
    -7	2
#34 CC(C)C#Cc1ccc2c(c1)O[C@@H](CN(C)S(=O)(=O)c1cn(C)cn1)[C@@H](C)CN([C@H](C)CO)S2(=O)=O
    -7	1
#35 O=C1c2ccccc2C(c2nnnn2-c2ccc3c(c2)OCCO3)N1CCc1ccccc1F (stereo not given)
    2	-9
#36 CC(C)C[C@H]1CNC(=O)C(=O)N1CC1CCN(CC2CCC(C)CC2)CC1 (stereo not given in full)
    5	1
#37 CSC(=NS(=O)(=O)c1ccccc1)NNC(=O)c1c(-c2c(Cl)cccc2Cl)noc1C
    3	-1
#38 COc1ccc(C(O)c2nc(-c3cccc(C(C)C)c3)cs2)cc1 (stereo not given)
    -3	-3
#39 S=C1NCc2cncnc2N1
    -2	0
#40 CC1(C(=O)NS(=O)(=O)Cc2cccc(Cl)c2)CCN1C(=O)c1ccc(C2CCCCC2)cc1 (stereo not given)
    3	1
#41 CC1=C(C(=O)N2CCOCC2)CC(CC(=O)NC2CCCCC2)C(=O)N1Cc1ccccc1 (stereo not given)
    4	3
#42 COC(=O)c1ccc2nc(-c3ccc(C)cc3)c(Cc3ccc(OC)cc3C)n2c1
    18	12
#43 CC(=O)Nc1ccc(-c2ccnc3c2CC(C(=O)Nc2cccc(C(C)=O)c2)O3)cc1 (stereo not given)
    2	6
#44 CCCNC(=O)C1(C)CCN(C(=O)COc2ccc(C(C)(C)C)cc2)C1 (stereo not given)
    -3	-2
#45 Cc1cc(C(F)(F)F)nc(NNc2nc(C)cc(C(F)(F)F)n2)n1
    6	0
#46 CCOC(=O)N1CCN(C(=O)CCN2C(=O)/C(=C\c3ccc(OC)c(OC)c3)SC2=S)CC1
    8	10
#47 NC1(CO)COC(c2ccccc2)OC1 (stereo not given)
    1	-15
#48 CCCCN(C)c1c(C)nc2ccc(C(=O)N(C)CCN(C)C)cn12
    -2	-4
#49 O=[N+]([O-])c1ccc(CN2CC(N3CCCC3)CS2(=O)=O)cc1 (stereo not given)
    -7	-2
#50 COC(=O)C1=C(O)/C(=C/c2ccc(OCC(=O)Nc3ccc(OC)cc3)cc2)N=C1C
    -1	6
#51 CCCNC(=O)C1(C)CCN(C(=O)c2cc(C)nn2C(C)(C)C)C1 (stereo not given)
    -8	-2
#52 Cc1cc(Cl)ccc1C(O)c1ncc(-c2ccc(C(F)(F)F)cc2)[nH]1 (stereo not given)
    6	-14
#53 COc1ccc(CN2C(=O)C(CC(=O)NCCc3ccccn3)CC(C(=O)N(C)C)=C2C)cc1 (stereo not given)
    -3	1
#54 COC(=O)[C@]12CCCCC=C1N(Cc1ccco1)C(=O)[C@H](CC(=O)NCc1ccc(C)o1)C2
    -5	-2
#55 COc1ccc(-c2nc3c(Cl)cc(C(F)(F)F)cn3c2Cc2cccc(F)c2)cc1OC
    -2	5
#56 Cc1ccsc1/C=C1\Oc2cc(O)ccc2C1=O
    0	-2
#57 FC(F)(F)c1ccccc1Cc1c(-c2ccccc2)nc2ccc(Br)cn12
    -2	6
#58 CN(C)c1ccc(-c2csc(C(C)(O)c3ccccc3)n2)cc1 (stereo not given)
    5	-2
#59 OC[C@@H]1CN(Cc2ccc(F)cc2)C[C@H](n2cnc3c(NCc4ccco4)ncnc32)O1
    -5	-6
#60 CCOC(=O)[C@]12CCC=C1N(Cc1ccco1)C(=O)[C@H](CC(=O)NCCCN1CCCC1=O)C2
    -10	-4
#61 CCCCN1C(=O)C(CC(=O)NCCCN(C)C)CC(C(=O)N(CC)CC)=C1C (stereo not given)
    -3	8
#62 CCC(CO)Nc1ccn2nc(-c3cccs3)cc2n1 (stereo not given)
    -5	1
#63 COc1ccccc1CNc1nc(NCCNC(C)=O)c2sccc2n1
    -6	4
#64 O=C1OCCC1=COCCCCOC=C1CCOC1=O
    0	-7
#65 O=S1(=O)CC(N2CCC(Cc3ccccc3)CC2)CN1C1CCCC1 (stereo not given)
    -4	-8
#66 CCCc1c(-c2ccccc2)ncn1Cc1ccccc1OC
    3	1
#67 CC(C)(C)CC(=O)Nc1nc(C(N)Cc2ccc(C(F)(F)F)cc2)cs1 (stereo not given)
    -11	-10
#68 COc1ccc(S(=O)(=O)N=N/C=C2\C=CC=CN2O)cc1OC
    -7	3
#69 O=C(NCC1CC1)c1ccc2sc([C@H]3C[C@H](O)[C@@H](CO)O3)nc2c1
    -1	10
#70 Brc1cccc(-c2nc3ccc(Br)cn3c2Cc2ccccc2)c1
    -9	2
#71 CSc1ccc(CN2C(=O)C(C)ON=C2c2ccccc2F)cc1 (stereo not given)
    -2	7
#72 C[C@@H]1CN([C@@H](C)CO)C(=O)CCCn2nncc2CO[C@H]1CN(C)Cc1ccc2cccnc2c1
    -3	-8
#73 COc1cccc(-c2cnc(C(O)c3ccc(C(C)(C)C)cc3)[nH]2)c1 (stereo not given)
    20	1
#74 CCc1ccc(C(O)c2ncc(-c3ccc(Cl)cc3)[nH]2)cc1 (stereo not given)
    15	-12
#75 Cc1ccccc1C(=O)NCCN1CCC(n2c(=O)[nH]c3ccccc32)CC1
    1	8
#76 NC(CCc1ccccc1)c1csc(NC(=O)Nc2ccccc2Oc2ccccc2)n1 (stereo not given)
    -6	-27
#77 CCc1nc2ccc(C(=O)Nc3ccc(NC(C)=O)cc3)cn2c1N(C)CCCc1ccccc1
    9	0
#78 N#Cc1cccc(NC(=O)c2cc(C3CCCCN3C(=O)c3ccccn3)on2)c1 (stereo not given)
    -2	-3
#79 Cn1cc(-c2csc(C(O)c3ccc(F)cc3)n2)cn1 (stereo not given)
    -3	-1
#80 CCCCOCCCNC(=O)C[C@@H]1C[C@@]2(C(=O)OCC)CCC=C2N(Cc2ccc(Cl)cc2Cl)C1=O
    17	4

Next part:
Every second line gives: EBI2 antag	CXCR6 inh
#81 CCCCNC(=O)C[C@@H]1C[C@@]2(C(=O)OCC)CCC=C2N(Cc2ccccc2)C1=O
    -2	3
#82 Clc1ccc2nc(-c3ccccc3)c(CC3CCCCC3)n2c1
    -9	1
#83 CCc1ccccc1NC(=O)CN1CCN(C(=O)c2cc(C3CC3)nn2-c2ccccc2)CC1
    -9	7
#84 COc1cccc(CSC(C(=O)O)c2ccccc2)c1 (stereo not given)
    -16	-3
#85 O=S(=O)(Nc1ccc(O)c2ncccc12)c1ccccc1F
    -15	-12
#86 N#Cc1ccccc1C[C@H](N)C(=O)NC[C@H]1O[C@@H](n2ccc(N)nc2=O)[C@H](O)[C@@H]1O
    -2	2
#87 ClN=C1C=CC=CC1=NCl
    -11	2
#88 Cc1cc(O)ccc1Nc1cc(-c2cccc(N(C)C)c2)ncn1
    -1	-1
#89 CCc1nc2c(OCc3cc(Cl)cc(Cl)c3)cccn2c1N(C)C(=O)c1cccc(OC)c1
    20	23
#90 CCc1nc2c(OCc3ccccc3)cccn2c1N(C)C(=O)c1ccco1
    -5	5
#91 C[C@H]1CN([C@@H](C)CO)C(=O)CCCn2nncc2CO[C@H]1CN(C)C(=O)NC1CCCCC1
    -4	-1
#92 CCCNC(=O)C1(C)CCCN(C(=O)c2ccc3ccccc3c2)C1 (stereo not given)
    3	0
#93 COCOCCn1cc(CN2CCS(=O)(=O)N(Cc3ccc(-c4ccc(Cl)cc4)cc3)C(C(C)C)C2=O)nn1 (stereo not given)
    0	0
#94 COc1ccccc1CNc1nc(Nc2ccccc2-n2cccn2)c2sccc2n1
    15	1
#95 CC(C)C[C@H]1CN([C@@H](Cc2ccccc2)CN2CCC[C@H]2CN2C(=O)C(=O)NC[C@@H]2Cc2ccc(O)cc2)C(=O)C(=O)N1CC1CCCCCC1
    -2	7
#96 COCCCN1C(=O)C(CC(=O)NCc2cccs2)CC(C(=O)N2CCOCC2)=C1C (stereo not given)
    -3	0
#97 Cc1nc(N)ncc1CCC1OCCO1
    -9	4
#98 Cc1ccc(C(=O)N2CCC2(C)C(=O)NC(C)C)cc1 (stereo not given)
    1	-8
#99 Cc1cc(Cl)ccc1C(O)c1ncc(-c2ccc3ccccc3c2)[nH]1 (stereo not given)
    -4	-4
#100 Cc1nc(NC(=O)C(C)(C)C)sc1-c1nc(N)sc1-n1cc(-c2ccccc2)nn1
    1	-2
#101 CCCNC(=O)C1(C)CCCN(C(=O)c2cccc(C(F)(F)F)c2)C1 (stereo not given)
    1	-1
#102 CN(Cc1ccco1)C(=O)CC[C@H]1O[C@@H](n2ccc(=O)[nH]c2=O)[C@H](O)[C@@H]1O
    -13	-7
#103 COc1cccc(C(C)(O)c2nc(-c3cccs3)cs2)c1 (stereo not given)
    6	-5
#104 COC(=O)C1CCN(C2CN(C3CCCCC3)S(=O)(=O)C2)CC1 (stereo not given)
    -10	0
#105 Cc1cn([C@H]2C[C@H](O)[C@@H](CNCc3ccc(F)c(N4CCOCC4)c3)O2)c(=O)[nH]c1=O
    -2	1
#106 COCCNC(=O)c1cc2c(c(-c3cccc(-c4cc5ccccc5o4)c3)n1)[C@H](CCO)N(S(=O)C(C)(C)C)C2 (stereo not given in full)
    -6	-3

Screening results (PubChem)
